Source: PubChem (National Center for Advancing Translational Sciences (NCATS))
Lamin A splicing: changes lamin A minigene splicing in HeLa cells; HeLa LMNA splicing GFP/RFP minigene ratio, 48 h; Potency, µM (titrated, usually from 46.1 µM), for inactives: at the highest dose ratio change, negative = inhibition, hits mostly inhibitors; hit rate 0.01% among 200,000; AID 1487; active means well fitted inhibition curve with a large enough effect in the signal ratio, with a control signal flat, not every such curve was filed as active; inconclusive means small, poorly fitted or top-dose-only effect, or effect the other way, or a change in a side signal; the % refers to the signal ratio; further: on the % scale 0 is the no-effect control and ±100 the full control effect
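S3 HeLa cells stably expressing lamin A-EGFP splicing minigene plus DsRed2, 600 cells/well, 48 h compound exposure at 37C. Laser-scanning cytometry; analysed as GFP (500-530 nm)/RFP (575-640 nm) total intensity ratio; 0.5% DMSO vehicle.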
ALDH1A1 inh: ALDH1A1 (human) enzyme inhibition; P00352; Purified ALDH1A1, NADH fluorescence, propionaldehyde substrate; Potency, µM (series often up to 75.3 µM), for inactives: at the top dose activity, negative = inhibition, usual class: inhibitors; hit rate 7.3% among 220,000; active means well fitted inhibition curve with a large enough effect, not every such curve was filed as active; inconclusive means small, poorly fitted or top-dose-only effect, or another doubt; inactive means no such curve, though single readings can be large or run the other way;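 further: plate controls were no enzyme wells and a reference inhibitor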
GoLoco inh red: inhibitors of human Gai1-RGS12 GoLoco interaction (red fluorophore). Potency, µM (top dose mostly 61.6 µM), for inactives: top-dose activity, negative = inhibition, usual class: inhibitors. Gai1:RGS12 GoLoco peptide FP, rhodamine, 10 min. P63096. hit rate 0.44% among 230,000; active means well fitted inhibition curve with a large enough effect, not every such curve was filed as active; inactive means no such curve, though single readings can be large or run the other way; further: on the % scale 0 is the no-effect control and ±100 the full control effect; nearly all actives have a fitted effect of over 30% in size; many of its hits are not listed in these tables
Target sequence (P63096 whole entry, looked up): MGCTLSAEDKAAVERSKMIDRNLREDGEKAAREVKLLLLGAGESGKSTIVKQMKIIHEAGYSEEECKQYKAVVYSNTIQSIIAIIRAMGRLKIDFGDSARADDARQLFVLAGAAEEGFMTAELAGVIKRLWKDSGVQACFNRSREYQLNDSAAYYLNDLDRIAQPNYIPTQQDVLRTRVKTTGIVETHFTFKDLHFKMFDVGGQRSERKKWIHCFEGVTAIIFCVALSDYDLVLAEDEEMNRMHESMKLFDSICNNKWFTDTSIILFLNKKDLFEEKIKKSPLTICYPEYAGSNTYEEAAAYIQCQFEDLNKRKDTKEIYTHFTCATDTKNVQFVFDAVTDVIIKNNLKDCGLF
JMJD2E inh: inhibitors of human JMJD2E histone demethylase; JMJD2E catalytic domain, FDH-coupled NADH fluorescence (FDH is formaldehyde dehydrogenase); Potency, µM (series often up to 57.1 µM), for inactives: at the highest dose activity change, negative = inhibition, hits mostly inhibitors; hit rate 1.6% among 230,000; B2RXH2; AID 2147; active means well fitted inhibition curve with a large enough effect, not every such curve was filed as active; inconclusive means small, poorly fitted or top-dose-only effect, or another doubt; inactive means no such curve, though single readings can be large or run the other way;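 further: 0% = wells with enzyme and -100% = buffer wells without enzyme; nearly all actives have a fitted effect of over 50% in size; many of its hits are not listed in these tables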
RECQ1 helicase: RECQ1 (human) helicase inhibition. P46063. RECQ1 DNA unwinding, red fluorescence kinetic read. Potency, µM (top dose mostly 57.3 µM), for the others: at the highest dose activity, negative = inhibition, most hits filed as inhibitors. hit rate 0.54% among 240,000;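 further: plate controls were vehicle for no effect and no enzyme for full effect; nearly all actives have a fitted effect of over 30% in size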
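50 nM RECQ1T1 preincubated 15 min with compound in Tris pH 8.0 buffer with MgCl2, DTT, Tween-20 and 2.5 ug/ml poly(dI-dC); started with 200 nM TAMRA/BHQ-2 forked duplex and 2 mM ATP. Unwinding read as fluorescence (525/598 nm), two reads 2 h apart.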
SMN2 splice enh: SMN2 splice variant enhancement | hit rate 2.8% among 210,000 | HEK293 SMN2-luciferase splicing reporter, luminescence, 30-36 h | Potency, µM (highest dose often 46.1 µM), for the others: top-dose activity change, positive = activation, usual class: activators; further: % of control where 0% means no effect; nearly all actives have a fitted effect of over 55% in size
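HEK293 cells carry an SMN2 minigene-luciferase reporter in which exon 7 inclusion puts luciferase in frame. Cells were seeded at 2000 cells/well, attached for 10-12 hours, then exposed to compounds for 30-36 hours at 37C before ONE-Glo luminescence.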
TRb-SRC2 inh: TRbeta-SRC2 interaction inhibition; TRbeta-SRC2 peptide binding, fluorescence polarization; receptor liganded with 1 µM T3; Potency, µM (doses to about 106 µM), inactives show at the top dose activity change, negative = inhibition, hits mostly inhibitors; hit rate 0.065% among 280,000; AID 1469;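 further: plate controls were bound peptide for no effect and peptide without receptor for full effect; nearly all actives have a fitted effect of over 50% in size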
Target sequence (P10828 whole entry, looked up): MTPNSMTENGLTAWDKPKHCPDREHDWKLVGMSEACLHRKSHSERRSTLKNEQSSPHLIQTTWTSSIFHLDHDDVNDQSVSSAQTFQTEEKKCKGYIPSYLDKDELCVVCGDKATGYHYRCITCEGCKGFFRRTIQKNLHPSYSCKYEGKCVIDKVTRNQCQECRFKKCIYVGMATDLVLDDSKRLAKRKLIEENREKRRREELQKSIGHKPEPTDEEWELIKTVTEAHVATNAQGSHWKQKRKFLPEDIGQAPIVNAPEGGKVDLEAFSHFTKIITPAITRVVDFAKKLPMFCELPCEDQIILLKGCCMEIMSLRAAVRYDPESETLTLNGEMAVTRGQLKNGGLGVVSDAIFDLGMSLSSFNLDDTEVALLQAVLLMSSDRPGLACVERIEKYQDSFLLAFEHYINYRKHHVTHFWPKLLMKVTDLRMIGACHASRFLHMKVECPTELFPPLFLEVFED
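Compounds were added to 0.6 uM TRb ligand-binding domain and 20 nM Texas Red-labeled SRC2 peptide in Tris buffer containing 1 uM T3, incubated 5 hr at ambient temperature, then read by fluorescence polarization.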
TR SRC2 fluor cs: counter-screen for TRb-SRC2 inhibitors: fluorescence interference | TRb/SRC2 Texas Red total fluorescence interference | hit rate 0.29% among 280,000 | Potency, µM (doses to about 106 µM), inactives show top-dose fluorescence change, negative = quenching; active means well fitted curve in either direction with a large enough effect; inconclusive means small, poorly fitted or top-dose-only effect; further: on the % scale 0 is the no-effect control and ±100 the full control effect
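Human TRb ligand-binding domain at 0.6 uM with 20 nM Texas Red SRC2 peptide in Tris buffer containing 1 uM T3 and 5% DMSO, incubated with compound 5 h at ambient temperature. Total fluorescence (555/632 nm) calculated as parallel + 2 × perpendicular.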
Numbers without * were called inactive; i = inactive; ? = inconclusive; · = not tested or not shown; & = joins results of further samples; [ ] = dose if it differs, or a comment. Unless noted, the call rests on the fitted dose curve; in most records, active means well fitted curve in the direction sought with a large enough effect; inconclusive means small, poorly fitted or top-dose-only effect, or another doubt; inactive means no such curve, though single readings can be large; an effect the other way counts as inactive or inconclusive. Potency means the concentration at half of the fitted maximal effect.

structure,TRb-SRC2 inh,SMN2 splice enh,GoLoco inh red,Lamin A splicing,RECQ1 helicase,JMJD2E inh,TR SRC2 fluor cs,ALDH1A1 inh
CC(=O)N1CCN(S(=O)(=O)c2ccc(C)c([N+](=O)[O-])c2)C1C(C)C (configuration not stated),2%,7%,5%,·,i,6%,2%,-3%
CCCCCCCCCCCCCCC(C(=O)OC)C(O)(CC(=O)OC)C(=O)OC (configuration not stated),4%,0%,1%,?,0%,-7%,-6%,0%
COC(=O)C(C(=O)OC)N1C(=O)CCC1=O,5%,5%,6%,9%,-2%,2%,1%,3%
O=C(O)c1ccc(N2CCS(=O)(=O)CC2)cc1,-2%,-4%,3%,·,8%,?,1%,-8%
Cc1ccc2nsnc2c1NC(=O)CCl,-2%[53 µM],·,2%,13%[46 µM],-5%,-18%,0%[53 µM],?
Cn1cccc1/C=N/N1CCN(Cc2ccc(Cl)cc2)CC1,-8%,·,-25%,·,i,?,-5%,·
CCC(C)NS(=O)(=O)c1ccc(S(=O)(=O)N2CC=C(c3ccc(F)cc3)CC2)cc1 (configuration not stated),4%,-77%[inhibitor],-2%,?,6%,3%,-9%,-2%
COc1ccc(/C=N/NC(=O)CN2CCCCCCC2)c(C)c1C,2%,·,2%,·,-4%,-22%,-2%,·
COc1cccc(N2CCN(c3c4c(nc5ncnn35)CCC4)CC2)c1,4%,-70%[inhibitor],9%,?,?,-4%,-1%,-2%
O=C1NC(=NCc2ccccc2)S/C1=C/c1ccc(O)cc1,15%,-87%,74%[activator],-12%,0%,-1%,4%,-8%
C#CCN(Cc1ccco1)C(=O)c1cc(COc2ccc(F)cc2Cl)on1,7%,·,7%,1%[46 µM],-2%,?,-5%,?
O=C(N/N=C/c1ccc2nccnc2c1)c1ccncc1,7%,·,-2%,·,9%,?,-8%,·
c1csc(CNc2ccnc(-c3ccc4c(c3)OCO4)n2)c1,·,·,-16%,?,-5%,·,·,?
O=C(CS(=O)(=O)c1ccccc1)N1CCc2ccccc21,2%,14µM*,0%,?,i,5%,0%,?
NS(=O)(=O)c1ccc(CCNC2CC(=O)N(CCc3ccccc3)C2=O)cc1 (configuration not stated),-15%,-23%,-14%,11%,i,6%,1%,?
COc1ccc(NC(=S)N2CCNC(=O)C2CC(=O)Nc2cccc(Cl)c2C)cc1 (configuration not stated),-6%,18%,3%,3%,-2%,1%,-2%,8%
CC(C)CC1=C/C(=C/c2ccc(-c3ccccc3)o2)C(=O)O1,4%,11%,50%[activator],6%,25µM*,?,-2%,?
COc1cccc(OC)c1C(=O)NC(=S)NCc1ccccc1,-13%,9%,6%,0%[46 µM],15%,-24%,0%,?
C/C(=N\O)C(C)(C)Nc1cccc(F)c1,-1%,·,-7%,·,10%,6%,-1%,·
Cc1ccccc1CN1CCN(S(=O)(=O)c2cccs2)CC1,-3%,-23%,8%,·,i,-13%,-1%,-7%
CCC1CCCCN1CCNS(=O)(=O)c1ccc2c(c1)oc(=O)n2C (configuration not stated),0%,16%,9%,-12%,10%,5%,-3%,7%
CC(C)(C)NC(=O)C(c1c[nH]c2ccccc12)N(C(=O)Cn1nnc(-c2ccc(Cl)cc2)n1)c1ccccc1F (configuration not stated),-3%,-14%,-9%,?,-1%,1%,-11%,8%
O=[N+]([O-])c1ccc(OS(=O)(=O)Cc2ccccc2)cc1,0%,-17%,-4%,32%[46 µM],-5%,2%,0%,-10%
CCc1nnc(NC(=O)c2ccc(NS(=O)(=O)c3ccccc3)cc2)s1,12%,-15%,-9%,-11%,1%,?,-3%,-11%
CCOC(=O)C(C)Sc1ccc2nnc(-c3ccc(F)cc3)n2n1 (configuration not stated),-15%,-7%,6%,5%,i,?,2%,?
Cc1cc2c(NC(=O)CCCC(=O)O)cccc2nn1,-4%,·,11%,·,0%,?,-4%,·
Cc1ccc(N=Cc2ccc(N(C)C)cc2)cc1,-14%,-7%,15%,4%,i,-6%,2%,0.56µM*
Cc1cccc(NC(=S)N2CCN(c3cc(C)ccc3C)CC2)c1,-1%,2%,16%,?,-3%,7%,1%,3%
COc1cc(/C=C/C(=O)NC(C)(C)C)ccc1OCc1ccccc1,8%[53 µM],24%,13%,10%,-16%,?,-2%[53 µM],?
N=c1c2c(n(Cc3ccc(Cl)c(Cl)c3)c3c1CCC3)CCCC2,-3%,·,·,?,-5%,6%,-2%,7%
CCC(=O)Nc1cccc(NC(=O)CSc2nnc(-c3ccc(NS(C)(=O)=O)cc3)n2CC)c1,-12%,22%,6%,3%,-4%,-8%,0%,-1%
Fc1cccc(CSc2ccc3nnc(-c4ccccn4)n3n2)c1,-8%,-3%,11%,?,-4%,-21%,-1%,1%
COc1cc(C(=O)N2CCN(C(=O)Cc3ccccc3)CC2)cc(OC)c1OC,5%,-5%,-5%,5%,-6%,-3%,1%,-9%
O=C(Nc1ccc(Br)cn1)c1ccc([N+](=O)[O-])o1,7%,9%,2%,?,-5%,-7%,1%,-5%
CCCNc1nc(-c2ccccc2)c(C(=O)OCC)cc1C#N,9%,-5%,8%,?,-2%,?,-1%,?
Cc1ccc(/C=C2/NC(=O)N(Cc3ccccc3)C2=O)o1,-9%,10%,5%,4%,-22%,11µM*,1%,3.5µM*
O=S1(=O)CCN2C(=N1)Sc1c2ccc2c1CCCC2,-8%,8%,5%,?,4%,1%,0%,-10%
CCCCC(CC)CNC(=O)c1[nH]c(C)c(C(C)=O)c1C (configuration not stated),5%,-30%[inhibitor],6%,?,0%,6%,2%,3%
COc1ccc(OC)c(NC(=O)CCNS(=O)(=O)c2ccc3c(c2)oc(=O)n3C)c1,-1%&1%,0%&-6%,16%,-13%,3%,-4%,-2%&-2%,4%
CCOC(=O)C1=C(C)N(c2ccc(C)cc2)C(=O)/C1=C\c1ccc(O)c(OC)c1,3%,·,-27%,·,-14%,2.2µM*,-9%,·
Cc1cc(C)n2c(SCCC(C)C)nnc2n1,-12%,-8%,9%,2%,1%,?,-3%,-13%
Cc1onc(-c2c(Cl)cccc2Cl)c1C(=O)Nc1nc(C(C)(C)C)cs1,1%,·,3%,·,-6%,?,-3%,·
CSc1nc2ccc(S(=O)(=O)Nc3c(C)n(C)n(-c4ccccc4)c3=O)cc2s1,2%,-5%,0%,-10%,-19%,0%,0%,?
CCOc1ccc(NC(=S)Nc2ccc(OC(F)(F)F)cc2)cc1,4%,-2%,5%,-3%,5%,3%,-1%,-8%
CC1(C)OC(=O)C(=CNCC(O)c2ccccc2)C(=O)O1 (configuration not stated),-25%,-2%,-4%,5%,7%,2%,-4%,11µM*
O=C(Nc1c(C(=O)Nc2cccc(F)c2)oc2ccccc12)c1ccc2c(c1)OCO2,3%,2%,4%,?,-10%,4%,3%,?
CCOC(=O)C(C)Oc1cc(Cl)c(C=O)cc1OC (configuration not stated),0%,1%,7%,·,i,-3%,-2%,-2%
CCCCS(=O)(=O)NC1=NCN(CC)CN1,10%,-17%,7%,11%,0%,8%,0%,13%
Cc1ccccc1C(=O)c1cccn1CC(=O)NCCCN1CCc2ccccc2C1,-2%,-16%,3%,·,-2%,-10%,1%,-3%
CC(=O)Nc1sc2c(c1C(c1cccc(Cl)c1)N1CCN(CCO)CC1)CCCC2 (configuration not stated),6%,11%,7%,·,9%,-3%,-2%,-5%
Cc1ccc(NC(=O)C2CC(=O)N(Cc3ccco3)C2)cc1 (configuration not stated),1%,·,2%,·,-4%,-3%,-4%,·
Cn1c(NC(=O)C[n+]2cc(-c3ccc(Cl)c(Cl)c3)n3c2CCC3)cc(=O)n(C)c1=O,-6%[53 µM],-7%,-1%,-20%,14%,11%,0%[53 µM],10%
NC(N)=N/N=C/c1ccc(OCc2ccc(Cl)cc2Cl)cc1,-9%,-12%,15%,13%,-6%,5%,-3%,19%
O=C(COC(=O)C1(c2ccc(F)cc2)CCCC1)NCc1ccc2c(c1)OCO2,-1%,-46%[inhibitor],-4%,-23%,-12%,12%,0%,-3%
O=C(OCCN1CCOCC1)c1ccc2c(c1)OCCO2,-8%,?,-2%,-8%,-5%,2%,-4%,5%
CCOC(=O)c1cc2c(=O)n3ccccc3nc2n(Cc2ccco2)c1=NC(=O)c1ccccc1OC,-5%&-3%,-20%&-1%,10%,0%[9.22 µM],-21%,?,-4%&-1%,?
CCOC(=O)C1C(=O)NC(N2CCc3ccccc32)=NC1c1ccccc1 (configuration not stated),13%,1%,5%,?,-12%,-7%,2%,2%
CCN1C(=O)/C(=C2\SC(=S)N(c3c(C)n(C)n(-c4ccccc4)c3=O)C2=O)c2ccccc21,-4%,-14%,2%,-4%,i,3%,-3%,?
Cc1cc(C(=O)OCC(=O)N2CCN(c3ccccc3)CC2)c2ccccc2n1,-1%,0%,-15%,-4%,-6%,-20%,-6%,22µM*
COc1cc2c(c(OC)c1OC)-c1c(cc3c(c1OC)OCO3)C1OC2[C@@H](C)[C@H]1C (some centres not stated),-4%,·,4%,·,?,12%,1%,·
Cc1ccc(C2/C(=C(/O)c3ccc(Br)cc3)C(=O)C(=O)N2Cc2ccco2)o1 (configuration not stated),-21%,8%,-24%,-5%,-13%,-7%,-2%,?

An excerpt (hit frequency here may not be typical).
